CHRM5 agonist – human M5 muscarinic receptor agonists, primary screen, CHO-K1 cells, Fluo-8 calcium fluorescence; Muscarinic acetylcholine receptor M5 (Homo sapiens), P08912; CHO-K1 hM5 cells; 0% DMSO wells, 100% maximal acetylcholine response; activation, % at 3 µM; 360,000 compounds, 0.19% hits;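 active = activation above the run's mean over test compounds plus 3 SD, cut at about 23% in these data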;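 note: signal is peak over basal fluorescence ratio across the kinetic read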
Target sequence (P08912 whole entry, looked up): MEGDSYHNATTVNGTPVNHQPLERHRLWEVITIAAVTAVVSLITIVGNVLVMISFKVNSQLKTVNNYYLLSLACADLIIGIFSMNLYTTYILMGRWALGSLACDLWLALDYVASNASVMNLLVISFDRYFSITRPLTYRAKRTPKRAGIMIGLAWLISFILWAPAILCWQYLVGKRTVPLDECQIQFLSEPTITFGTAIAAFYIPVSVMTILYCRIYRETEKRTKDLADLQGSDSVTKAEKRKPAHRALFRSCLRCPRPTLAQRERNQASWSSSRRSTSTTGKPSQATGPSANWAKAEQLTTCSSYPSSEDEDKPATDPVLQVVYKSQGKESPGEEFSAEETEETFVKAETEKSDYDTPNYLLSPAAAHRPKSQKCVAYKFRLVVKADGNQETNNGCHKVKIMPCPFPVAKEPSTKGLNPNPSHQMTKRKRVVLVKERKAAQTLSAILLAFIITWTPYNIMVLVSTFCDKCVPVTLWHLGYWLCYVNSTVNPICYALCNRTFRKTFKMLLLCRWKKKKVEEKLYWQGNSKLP
CHRM5 antagonist – human M5 muscarinic receptor antagonists, primary screen, CHO cells, Fluo-8 calcium fluorescence | CHO-hM5 cells, ACh EC80 | inhibition, % at 3 µM | 360,000 compounds, 0.59% hits | AID 624040, 2012;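 active = inhibition above a per-plate cutoff, the mean of that plate's test compounds plus 3 SD, cut at about 27% in these data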;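 note: 0% = acetylcholine EC80 with DMSO and 100% = DMSO without agonist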
CHO-K1 Ca ag – counter-screen for M1 agonists: effect in parental CHO-K1 cells. Fluo-8 calcium fluorescence; scaled to maximal ATP response, vehicle zero. activation, % at 3 µM. 360,000 compounds, 0.48% hits; in the data active = activation above about 15%;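 note: untransfected CHO-K1 host cells lacking M1 receptor as counterscreen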
CHRM4 PAM – human M4 muscarinic receptor positive allosteric modulators, primary screen, CHO-K1 cells, Fluo-8 calcium fluorescence; activation, % at 3 µM; CHO-K1 hM4/Gqi5, ACh EC20; 0% = ACh EC20, 100% = maximal ACh; 360,000 compounds, 0.4% hits; Muscarinic acetylcholine receptor M4 (Homo sapiens), P08173;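 active = activation above its plate's cutoff, the mean activation of sample wells plus 3 SD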; note: some results filed as inactive read as strong as hits
Target sequence (P08173 whole entry, looked up): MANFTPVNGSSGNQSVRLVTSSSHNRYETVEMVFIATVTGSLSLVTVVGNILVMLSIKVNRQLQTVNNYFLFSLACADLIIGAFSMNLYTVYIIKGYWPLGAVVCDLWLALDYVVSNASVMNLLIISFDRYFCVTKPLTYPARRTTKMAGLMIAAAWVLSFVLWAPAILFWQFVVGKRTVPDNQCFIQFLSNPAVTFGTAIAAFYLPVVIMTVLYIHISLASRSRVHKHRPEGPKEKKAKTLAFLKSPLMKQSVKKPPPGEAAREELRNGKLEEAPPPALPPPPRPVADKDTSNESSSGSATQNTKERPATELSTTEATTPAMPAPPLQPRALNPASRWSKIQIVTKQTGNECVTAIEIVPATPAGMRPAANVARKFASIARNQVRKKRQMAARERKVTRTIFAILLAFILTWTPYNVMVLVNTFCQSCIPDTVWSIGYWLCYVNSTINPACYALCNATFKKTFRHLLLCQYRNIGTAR
CHO-K1 Ca PAM – nonselective calcium activators in parental CHO-K1 cells, primary screen, counter-screen for M1 PAM project, cell-based, Fluo-8 calcium fluorescence, full deck, 1536-well; activation, % at 3 µM; 360,000 compounds, 0.02% hits; AID 602247, 2012; ATP EC20; 0% at ATP EC20, 100% at ATP max;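 active = activation above the run cutoff, the mean activation of all test compounds plus 3 SD, cut at about 40% in these data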;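 note: peak over basal fluorescence ratio in a 140 s read after ATP addition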
M4 ag – human M4 muscarinic receptor agonists, primary screen, CHO-K1 cells, Fluo-8 calcium fluorescence | 360,000 compounds, 0.14% hits | Muscarinic acetylcholine receptor M4 (Homo sapiens), P08173 | AID 624127, 2012 | activation, % at 3 µM | CHO-K1 hM4/Gqi5; vehicle 0%, full acetylcholine response 100%;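 active = activation above the run mean over all test wells plus 3 SD, cut at about 32% in these data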;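 note: peak over basal fluorescence ratio per well then scaled between controls; 0% = DMSO wells and 100% = acetylcholine at EC100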
CHO-K1 Ca antag – nonselective inhibitor or artifact in parental CHO-K1 cells. ATP-induced calcium, Fluo-8 fluorescence. AID 602250. 360,000 compounds, 0.6% hits. inhibition, % at 3 µM;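 active = inhibition above a per-plate cutoff, the plate's mean sample inhibition plus 3 SD, cut at about 24% in these data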;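 note: 0% = DMSO plus EC80 ATP and 100% = DMSO alone without ATP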
CHRM5 PAM – human M5 muscarinic receptor positive allosteric modulators, primary screen, CHO-K1 cells, Fluo-8 calcium fluorescence. Muscarinic acetylcholine receptor M5 (Homo sapiens), P08912. CHO-K1 hM5, ACh EC20 PAM; 0% = ACh EC20, 100% = ACh EC100. activation, % at 3 µM. 360,000 compounds, 0.3% hits;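 active = activation above the run cutoff, the mean activation of all test compounds plus 3 SD, cut at about 18% in these data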
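Assay system – human M5 receptor in CHO-K1 cells · Read-out – % activation, ACh-normalized · Technique – Fluo-8 calcium fluorescence · Dosing – single-point, 3 µM nominal · Incubation – Fluo-8 loading 80 min at 37 °C plus 30 min room temperature · Repeats – singlicate, one well per test compound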
M4 antag – human M4 muscarinic receptor antagonists, primary screen, CHO cells, Fluo-8 calcium fluorescence. Muscarinic acetylcholine receptor M4 (Homo sapiens), P08173. CHO-hM4 cells, ACh EC80. inhibition, % at 3 µM. 360,000 compounds, 0.73% hits;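 active = inhibition above its plate's cutoff, the mean inhibition of sample wells plus 3 SD, cut at about 27% in these data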;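 note: 0% = acetylcholine EC80 with DMSO and 100% = DMSO without agonist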
* hit, by the source's call; nt = not tested or not shown.

SMILES	CHRM5 agonist	CHRM5 antagonist	CHO-K1 Ca ag	CHRM4 PAM	CHO-K1 Ca PAM	M4 ag	CHO-K1 Ca antag	CHRM5 PAM	M4 antag
C=CCOc1c2ccc(C(=O)N(CC)c3ccc(OC)cc3)cc2nn1C	1	2	0.2	7	17	-2	-9	3	0
O=C(c1cc2ccccc2o1)N1CCN(CCOc2ccccc2)CC1	-2	3	0.5	13	12	3	-15	-1	-8
O=C(O)c1cc(O)ccc1NC(=O)C(c1ccccc1)c1ccccc1	-1	-2	1.3	-3	20	0	-22	0	2
N#CCC(=O)N/N=C1\CCCCC1C1CCCCC1 (stereo unspecified)	-1	-7	0.6	-6	21	0	7	4	-1
CCCC[C@@H]1CC2=C(C(=O)OC(C)(C)O2)[C@@H](c2ccc(F)cc2)O1	-3	1	-0.1	3	23	-3	-22	-5	-10
COc1ccc(N2CCN(S(=O)(=O)CCNC(=O)COc3ccccc3OC)CC2)cc1	2	-1	3.6	-2	-14	10	-5	-3	-7
O=C(CSc1nnc(-c2ccc(Br)cc2)o1)Nc1cccc2ccccc12	-1	8	0.3	2	4	1	-17	-5	0
CCn1c(CNc2ccccc2Cl)nnc1SCCN1CCCCC1	-8	1	0.3	-19	13	1	-9	-7	33*
Cc1cc(C)c(O)c(-c2cc(C(=O)Nc3cccnc3)[nH]n2)c1	5	-1	5.2	-14	-4	8	-3	-7	4
COc1ccc(C2CC(=O)Oc3cc(C)c(Cl)cc32)cc1 (stereo unspecified)	0	-6	0.3	-3	4	-1	-4	-3	1
CSc1ccc(S(=O)(=O)N2CCC(C(=O)Nc3ccccc3C(F)(F)F)CC2)cc1	-1	11	1.3	1	14	4	-1	-9	-5
N#Cc1cccnc1Nc1ccc(Cl)cc1	-2	1	-0.1	12	5	1	-2	2	-6
Cc1nc(=O)c(-c2ccccc2)c(C)n1CCCO	-2	-1	-0.4	-6	-3	0	9	-4	7
CO[C@@H]1CN(C)C(=O)c2cc(NC(=O)Nc3cc(F)ccc3F)ccc2OC[C@H](C)N(C(=O)c2ccccn2)C[C@@H]1C	-2	2	nt	-2	nt	1	nt	1	-3
COc1cccc(NC(=O)C(=O)NCc2ccncc2)c1	-2	5	0.2	6	16	1	-6	2	-8
COc1ccc(NC(=O)CSc2nnc(Cc3cccn3C)n2-c2ccc(F)cc2)cc1	2	1	-0.2	-3	-12	-1	10	-4	-3
Cc1ccccc1CSCCNC(=O)CCSc1ccccc1	-2	-4	0.5	2	-3	-1	7	-1	-3
COc1ccc(N2CCCn3c2nc2c3c(=O)n(CCc3ccccc3)c(=O)n2C)cc1	0	6	1.1	5	4	2	-5	-8	7
Cc1ccc(N(CC(=O)NC2CCCC2)C(=O)CCCC(=O)Nc2ccccn2)cc1C	-4	3	-0.4	-3	6	1	-2	-9	-11
COC(=O)C1=C(C)N(CCc2ccc(OC)c(OC)c2)C(=O)C1	-3	21	0.4	-6	6	4	-10	28*	-15
Cc1ccc(NC(=O)c2ccc(NCCCN3CCC(C)CC3)c([N+](=O)[O-])c2)cc1F	-10	1	-0.5	1	18	1	-13	5	0
CCc1cccc(CC)c1-n1c(SCC(=O)c2c(N)n(C)c(=O)n(C)c2=O)nnc1-c1cccnc1	-4	-15	1.0	0	5	1	-4	0	-19
O=C1CCC(C(=O)N2CCCO2)CN1Cc1cccc(C(F)(F)F)c1 (stereo unspecified)	-2	-30	0.0	19*	19	2	7	19*	-10
O=S(=O)(Nc1nc2ccccc2nc1N1CCN(c2ccccc2)CC1)c1ccc(F)cc1	1	-2	2.5	-11	0	1	3	-7	3
CCN(C(=O)COC(=O)CCc1ccccc1OC)c1c(N)n(Cc2ccccc2)c(=O)[nH]c1=O	2	-1	0.9	5	5	1	-1	5	-3
Cc1ccc([C@H]2C[C@H](n3cc(-c4ccc(F)cc4)nn3)[C@@H](O)CN2C(=O)C2CCCCC2)cc1	0	9	-0.3	5	-2	0	11	-7	-6
O=C(C1=C[C@H](c2ccc(Br)cc2)C[C@H](OCCCCO)O1)N1CCN(Cc2ccc3c(c2)OCO3)CC1	0	1	0.1	1	-6	5	-11	-5	-5
Cc1cccc2cc(C(c3nnnn3Cc3ccccc3)N3CCN(C)CC3)c(=O)[nH]c12 (stereo unspecified)	4	-3	0.1	4	1	0	-4	-2	-11
CC1(c2ccc(OC(F)F)cc2)NC(=O)N(CC(=O)Nc2ccccc2)C1=O (stereo unspecified)	44*	16	46*	-14	12	67*	17	-4	17
O=C(Oc1ccccc1C(=S)N1CCCCC1)c1cc([N+](=O)[O-])cc([N+](=O)[O-])c1	-1	-3	0.5	-5	12	1	3	-4	-2
Cc1ccc(CNC(=O)CCSCc2ccc(C)cc2)cc1	-5	8	2.8	0	8	-1	-2	-5	-5
CSC1=C(C#N)C(c2ccc(C)cc2)C2=C(CCCC2=O)N1 (stereo unspecified)	-5	16	3.4	-4	16	7	5	-23	-5
O=C(NCC(c1ccco1)N1CCN(c2ccccc2F)CC1)c1cccs1 (stereo unspecified)	0	4	-0.1	7	13	1	-14	-1	-19
CC1=NOC(=O)/C1=C\c1ccc(-c2cc(Cl)ccc2Cl)o1	-2	12	0.4	3	-1	1	4	5	7
CC(C)n1nc(C(=O)Nc2ccc3c(c2)OCO3)c2ccccc2c1=O	3	0	0.3	15	35	2	-29	9	-9
CNc1n[nH]c(-c2ccccc2)n1	1	8	0.1	4	-10	2	8	-5	-2
CC(=O)N[C@@H](Cc1c[nH]c2ccccc12)C(=O)OCC(=O)Nc1cc(C)on1	4	5	0.3	6	15	2	-7	7	-10
CS(=O)(=O)c1ccc2nc(NC(=O)CCS(=O)(=O)c3ccccc3)sc2c1	-1	19	0.2	-9	-8	-1	11	-3	18
O=c1cc(CSc2nc(NCc3ccccc3)c3ccccc3n2)nc2ccc(Cl)cn12	-5	-1	0.7	19	10	0	-5	-1	-4
Cc1nnc2ccc(-c3ccc(NC(=O)c4cccnc4Cl)cc3)nn12	2	-7	0.4	0	3	1	-12	5	3
CCOc1ccc(OCCSc2nc(C)cc(=O)[nH]2)cc1	-2	-5	0.0	10	1	0	-6	9	-6
CC(C)CNC(=S)NC1CC2CCC(C1)N2Cc1ccccc1 (stereo unspecified)	-4	-1	0.3	-12	0	2	8	-9	10
CCCCC[C@H]1CCCCC[C@H](O)C[C@H](O)[C@@H](O)/C=C/C(=O)O1	2	2	2.4	6	6	2	-14	5	4
COc1ccc(NC(=O)CSc2nc(N)c(-c3ccccc3)c(=O)[nH]2)cc1	4	7	0.0	0	15	1	-20	-8	-10
c1ccc(C2CC(c3cccs3)=NN2c2ccccc2)cc1 (stereo unspecified)	1	5	0.1	-3	15	-1	-17	-5	-4
O=S(=O)(Cc1ccc(Cl)cc1)C1CCCCC1O (stereo unspecified)	2	4	0.9	-4	6	0	-1	-1	-7
CC(C)CC(NC(N)=O)C(=O)NCc1ccc(Cl)cc1 (stereo unspecified)	-3	-10	0.1	2	-4	1	-10	-7	3
CN(Cc1nc2ccc(F)cc2[nH]1)Cc1c(C(=O)N(C)C)nc2ccc(Cl)cn12	-1	0	0.9	-7	13	3	-1	-11	4
CCc1ccc(N(C2C=CS(=O)(=O)C2)S(=O)(=O)c2ccc(C)cc2)cc1 (stereo unspecified)	2	-3	-0.6	-2	-20	0	2	7	5
CC(=O)Nc1ccc(NC(=O)CC23CC4CC(CC(C4)C2)C3)cc1	-1	-2	1.7	4	-15	3	-11	1	-16
Cc1ccccc1N/C(SCc1ccc(Cl)cc1)=C(/C#N)C(=O)NCc1ccco1	-2	6	4.7	-12	-4	-1	9	-11	0
CCc1cccc(CC)c1-n1c(SCC(=O)N2CCc3ccccc3C2)nnc1-c1cccnc1	-3	4	1.9	-5	20	5	-2	-4	-3
Cc1nc2sccn2c(=O)c1Cl	-1	3	0.6	6	6	2	-11	1	-7
CCCCCCSc1ccc([C@@H]2[C@H]3C(=O)N(CC)C(=O)[C@H]3[C@]3(C(=O)OC)CCCN23)cc1	-3	11	-0.7	-4	-8	4	-1	-1	1
CCSc1ccccc1C(=O)N=C1NC(=O)CC2C(=O)NCCN12 (stereo unspecified)	2	10	0.1	0	5	2	-16	-4	-3
CC(=O)N1CCN(c2ccc(NC(=S)NC(=O)COc3ccc(C(C)(C)C)cc3)cc2)CC1	7	24	9.5	-15	2	10	23	-12	17
O=C(Nc1c(Cl)ccc2nsnc12)c1cccnc1	-3	5	0.2	-3	7	1	-6	-4	2
CCCN(CCC)CCCNC(=O)C1CCC(CNS(=O)(=O)c2cccc3nsnc23)CC1 (stereo unspecified)	-8	-2	0.1	-9	23	1	2	2	11
CCOC(=O)C1=CCN(S(=O)(=O)c2ccccc2Cl)C1c1cccc(C)c1 (stereo unspecified)	-6	-4	0.0	-13	-6	1	18	-4	-6
COc1ccc(C2C(C#N)=C(N)OC3=C2C(=O)CCC3)c(OC)c1OC (stereo unspecified)	0	1	0.4	-3	20	-1	-7	0	10
Remaining list, next part.
SMILES	CHRM5 agonist	CHRM5 antagonist	CHO-K1 Ca ag	CHRM4 PAM	CHO-K1 Ca PAM	M4 ag	CHO-K1 Ca antag	CHRM5 PAM	M4 antag
O=C(/C=C/c1ccc(F)cc1)NC(=S)Nc1ccccc1O	-3	5	2.4	-5	-3	11	-9	-11	-21
CC(C)c1ccc(/C=C(\NC(=O)c2ccccc2)C(=O)NCCCn2ccnc2)cc1	-6	2	1.5	1	11	6	14	2	-9
Cc1ccc(NC(=O)CC2S/C(=N/c3nccs3)N(C)C2=O)cc1C (stereo unspecified)	1	-5	1.6	-3	13	7	-3	3	-5
Cc1ccc(S(=O)(=O)N2CCC(=O)CC2)cc1	-5	-2	0.9	-3	9	1	-3	-6	9
N#Cc1ccc(C(=O)OCCCc2cc3ccccc3c(=O)o2)cc1	3	16	11	-7	9	17	-14	-8	-5
CC(C)(C)c1ccc(C(=O)c2c[nH]c(C(=O)NCCCn3ccnc3)c2)cc1	-7	-3	0.2	10	9	0	-8	5	-12
COCCNC(=S)N(CCc1c(C)[nH]c2ccccc12)Cc1cccnc1	-3	9	1.2	-10	0	1	-14	-8	11
O=C(CSC1=Nc2ccccc2C2CC=NN12)Nc1ccc2c(c1)OCO2 (stereo unspecified)	1	9	1.2	-7	15	0	-13	0	10
Cc1nc(-c2ccc(Cl)cc2)sc1C1(C)CC(c2ccccc2F)=NO1 (stereo unspecified)	0	6	0.6	2	17	-1	-11	3	-1

A second format for 2 compounds above.
Sequence of screens – CHRM5 agonist, CHRM5 antagonist, CHO-K1 Ca ag, CHRM4 PAM, CHO-K1 Ca PAM, M4 ag, CHO-K1 Ca antag, CHRM5 PAM, M4 antag
O=C(/C=C/c1ccc(F)cc1)NC(=S)Nc1ccccc1O
    -3, 5, 2.4, -5, -3, 11, -9, -11, -21
CC(C)c1ccc(/C=C(\NC(=O)c2ccccc2)C(=O)NCCCn2ccnc2)cc1
    -6, 2, 1.5, 1, 11, 6, 14, 2, -9

Compound activity as filed in PubChem.
